# Dicer inh: blocks human Dicer maturation of pre-miR-21 | 47,000 tested, 6% active | cat-ELCCA pre-miR-21 Dicer processing, chemiluminescence; active compounds read high | z-score at 25 µM; in the data active = z-score above about 3, passing the limit was not always enough;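 also: plate controls were vehicle for no effect and no enzyme for full effect; higher signal means more uncleaved substrate so more Dicer inhibition; strong numbers were not always called active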
# Target sequence (Q9UPY3 whole entry, looked up): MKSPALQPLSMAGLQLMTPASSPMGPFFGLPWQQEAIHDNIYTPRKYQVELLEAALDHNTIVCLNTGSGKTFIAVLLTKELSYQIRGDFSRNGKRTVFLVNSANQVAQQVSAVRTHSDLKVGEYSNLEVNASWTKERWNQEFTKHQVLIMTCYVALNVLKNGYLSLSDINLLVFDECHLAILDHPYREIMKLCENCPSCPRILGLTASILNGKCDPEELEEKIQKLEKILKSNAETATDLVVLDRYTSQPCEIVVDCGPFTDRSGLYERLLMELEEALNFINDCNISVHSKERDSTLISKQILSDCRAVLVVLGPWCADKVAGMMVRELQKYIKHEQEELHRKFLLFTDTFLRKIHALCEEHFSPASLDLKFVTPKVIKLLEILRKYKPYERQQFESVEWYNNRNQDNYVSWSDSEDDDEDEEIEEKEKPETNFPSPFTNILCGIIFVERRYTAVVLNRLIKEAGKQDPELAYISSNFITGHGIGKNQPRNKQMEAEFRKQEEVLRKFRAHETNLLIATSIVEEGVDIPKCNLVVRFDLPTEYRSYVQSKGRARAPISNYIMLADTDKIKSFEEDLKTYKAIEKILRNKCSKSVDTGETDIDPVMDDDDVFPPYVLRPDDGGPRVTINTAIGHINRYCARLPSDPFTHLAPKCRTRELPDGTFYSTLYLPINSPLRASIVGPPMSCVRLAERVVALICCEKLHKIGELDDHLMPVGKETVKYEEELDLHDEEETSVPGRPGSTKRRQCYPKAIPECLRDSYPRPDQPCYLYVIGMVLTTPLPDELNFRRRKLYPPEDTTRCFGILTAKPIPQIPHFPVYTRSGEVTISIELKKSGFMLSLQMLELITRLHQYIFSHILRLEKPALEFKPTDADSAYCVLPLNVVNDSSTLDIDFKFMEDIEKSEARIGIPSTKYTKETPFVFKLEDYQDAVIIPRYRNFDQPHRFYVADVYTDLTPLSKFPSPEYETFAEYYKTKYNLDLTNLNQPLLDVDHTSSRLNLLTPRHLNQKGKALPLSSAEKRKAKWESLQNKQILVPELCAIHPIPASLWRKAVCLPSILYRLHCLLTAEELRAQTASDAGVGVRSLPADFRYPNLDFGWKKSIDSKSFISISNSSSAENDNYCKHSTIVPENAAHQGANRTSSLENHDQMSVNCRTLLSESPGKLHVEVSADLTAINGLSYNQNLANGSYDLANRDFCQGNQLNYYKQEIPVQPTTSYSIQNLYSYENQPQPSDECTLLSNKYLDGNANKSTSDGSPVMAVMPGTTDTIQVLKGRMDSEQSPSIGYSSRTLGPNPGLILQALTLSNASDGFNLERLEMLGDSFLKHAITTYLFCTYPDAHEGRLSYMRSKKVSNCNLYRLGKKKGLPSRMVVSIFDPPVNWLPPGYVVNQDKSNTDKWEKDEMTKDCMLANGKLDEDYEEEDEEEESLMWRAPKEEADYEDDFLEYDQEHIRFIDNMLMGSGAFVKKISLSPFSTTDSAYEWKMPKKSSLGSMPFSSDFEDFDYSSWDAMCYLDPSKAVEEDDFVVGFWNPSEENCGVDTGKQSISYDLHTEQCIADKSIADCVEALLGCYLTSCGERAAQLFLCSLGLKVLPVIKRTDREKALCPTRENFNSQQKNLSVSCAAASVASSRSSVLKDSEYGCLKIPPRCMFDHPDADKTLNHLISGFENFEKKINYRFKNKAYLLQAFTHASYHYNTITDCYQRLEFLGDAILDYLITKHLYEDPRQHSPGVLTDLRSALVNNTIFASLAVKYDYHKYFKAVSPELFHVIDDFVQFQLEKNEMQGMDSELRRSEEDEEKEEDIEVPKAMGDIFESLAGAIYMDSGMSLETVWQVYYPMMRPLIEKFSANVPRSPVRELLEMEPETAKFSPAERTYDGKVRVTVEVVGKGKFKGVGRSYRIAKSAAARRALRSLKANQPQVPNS
# Numbers without * were called inactive. An excerpt (hit frequency here may not be typical).
SMILES,Dicer inh
O=S(=O)(NCc1ccccn1)c1ccc2c(c1)OCCO2,1.5
CN(/N=C/c1ncc(C(F)(F)F)cc1Cl)C(=O)Nc1ccc(OC(F)(F)F)cc1,0.7
Cc1c(-c2ccccc2)c(=O)n(C)c2c1c(=O)n(-c1ccccc1)c(=O)n2-c1ccccc1,0.48
Cn1c(=O)n(C)c2cc(S(=O)(=O)NCCc3ccccc3)ccc21,0.25
CN1CCN(c2ncnc3c2nnn3Cc2ccccc2Cl)CC1,0.01
CNC(=O)c1ncnnc1N(C)C(=O)NCc1ccccc1,0.99
CCOC(=O)C1C(c2c(F)cccc2Cl)C(C(=O)OCC)C(O)(C(F)(F)F)NC1(O)C(F)(F)F (stereo not given),2.7
COc1cc2ncnc(SCC(=O)NNC(=O)C(C)C)c2cc1OC,-1.5
COc1ccc(OCCCn2ccnc2)cc1,-0.52
Cn1c(=O)c2c(nc(NCc3ccc4c(c3)OCO4)n2Cc2cccc(Br)c2)n(C)c1=O,2.3
CC1=C(C(=O)OCCc2ccccc2)C(c2ccc3c(c2)OCO3)C2=C(CCCC2=O)N1 (stereo not given),1.3
O=C(CC(SCc1ccco1)c1cccs1)c1ccc(Cl)cc1 (stereo not given),-1.4
Cc1ccc(C)c(C(=O)CC2(O)C(=O)Nc3ccc(Cl)cc32)c1 (stereo not given),0.07
Nc1ncnc2c1nc(N1CCCCC1)n2[C@H]1O[C@@H](CO)[C@H](O)[C@@H]1O,0.94
CCOC(=O)Cc1csc(NC(=O)c2ccc(F)cc2)n1,-1.7

# Reprinted at random: two entries already listed
SMILES,Dicer inh
CCOC(=O)Cc1csc(NC(=O)c2ccc(F)cc2)n1,-1.7
CN1CCN(c2ncnc3c2nnn3Cc2ccccc2Cl)CC1,0.01

# Next section:
SMILES,Dicer inh
CCCSc1nnc(/N=C/N(C)C)s1,2.4
CCOC(=O)c1c(N)sc(C(=O)N2CCc3ccccc3C2)c1C,1.4
CCCN(CCC)S(=O)(=O)c1ccc(C(=O)Nc2ccc(C(=O)c3ccc4c(c3)CCC4)cc2)cc1,-1.9
Cc1cc(SCC(=O)O)nc(N)n1,0.53
Cc1ccc(CSC2=NCN(Cc3ccccc3)CN2)cc1,-0.36
O=C1C(=O)N(Cc2cccnc2)C(c2cccnc2)/C1=C(\O)c1ccc(Cl)cc1 (stereo not given),-0.03
COc1cccc(C2Nc3ccc(C)cc3-c3cc(C)nn32)c1O (stereo not given),3*
CC(C)(C)c1oncc1C(=O)Nc1ccc(Cl)cc1,0.2
CCCOC(=O)C1=C(C)NC2=C(C(=O)CC(C)(C)C2)C1c1ccc(O)cc1 (stereo not given),3.8*
O=C(O)CCCc1nc(-c2cnc3n(c2=O)CCS3)no1,-0.26
O=C(CSc1nnc(SCC(=O)c2cccc([N+](=O)[O-])c2)s1)c1cccc([N+](=O)[O-])c1,-0.55
Cc1cc2n(n1)C(c1ccc(O)c(O)c1)Nc1ccccc1-2 (stereo not given),6.6*
Cc1nc(-c2ccccc2)c2c(=O)cc(-c3ccccc3)[nH]c2n1,1.8
COc1ccc(-c2nnc(SC)o2)cc1,2.4
O=C(Cn1c(=O)sc2ccccc21)Nc1ccc(S(=O)(=O)N2CCOCC2)cc1,-1.4
Cc1ccc(NC(=O)c2ccc3ncsc3c2)cc1,-1.7
CCOC(=O)Oc1ccc2c(=O)c(Oc3ccccc3Cl)coc2c1,-0.35
O=c1cc(NCc2ccccc2)[nH]c(=O)[nH]1,2.3
O=c1[nH]c(=O)n([C@H]2C[C@H](O)[C@@H](CO)O2)cc1I,-0.42
Cn1cccc1C(=O)N/N=C(\N)CSc1ccc(Cl)cc1,-0.2
Cc1cc(C)nc(SCC(=O)Nc2ncccn2)n1,1.1
Cc1nc(-c2ccc(C)c(C)c2)c(CC(=O)O)s1,2.3
CCOC(=O)C1=C(N)Oc2c(OC)cc(Br)cc2C1C(C#N)C(=O)OCC (stereo not given),-0.22
Cn1nnnc1SCSc1nnnn1C,0.48
O=c1c(F)cn(Cc2ccccc2)c(=O)n1Cc1ccccc1,1.2
O=C(Nc1ccccc1F)c1cc2n(n1)C(C(F)(F)F)CC(c1ccco1)N2 (stereo not given),-0.64
Cc1c(Cl)cccc1Nc1ccccc1C(=O)O,0.75
COC(=O)c1sc(N2C(=O)C(=O)/C(=C(/O)c3ccc(Cl)cc3)C2c2ccc(C)cc2)nc1C (stereo not given),-0.18
O=[N+]([O-])c1cccnc1NCc1ccccn1,-1.2
CCCN1C(=O)C2(/C(=C(/O)c3ccc(F)cc3)C(=O)C(=O)N2CCCOC)c2ccccc21 (stereo not given),3.6*
CCOC(=O)N1CCc2ccccc21,1.7
COc1ccc(C(=O)Nn2c(C)cc(=O)cc2C)cc1,-0.53
O=C(Nc1nc2c(s1)CCc1ccccc1-2)c1cccc(F)c1,-0.17
COc1ccc(OC)c(/C=C/c2[nH]c(=O)[nH]c(=O)c2[N+](=O)[O-])c1,-0.57
COc1cc2nc(NC(C)=O)sc(=O)c2cc1OC,3.6*
COC(=O)c1cc(=O)n2[nH]cnc2n1,-0.39
CC(C)(C)c1cn2nc(C(C)(C)C)sc2n1,0.91
CCc1ccc(-n2cc3c(=O)n(C)c(=O)n(C)c3c2)cc1,-0.26
CC(=O)c1ccc(-c2ccc(C(C)=O)cc2)cc1,-1.5
COc1ccc(C2/C(=C(\O)c3ccccc3)C(=O)C(=O)N2CCN(C)C)cc1OC (stereo not given),-1.1
CC(C)c1ccc(NC(=O)CSc2n[nH]c(=O)n2C2CC2)cc1,-1.1
COCCCNC(=O)Cn1cc(C(=O)C2CC2)c2ccccc21,2
O=C1CC(CS(=O)(=O)c2ccc(C(F)(F)F)cn2)=NN1c1ccccc1,-1.4
CCOC(=O)c1c(NC(=O)COc2ccc(Br)cc2)sc2c1CCCC2,-0.51
Cc1cc(Sc2nc(C)cc(C)c2C#N)nc(N)n1,-0.37
C=CC[C@H](N)C(=O)O,-0.72
O=S(=O)(NCc1csc(-c2cccs2)n1)c1cc2ccccc2s1,-1.1
Cc1ccccc1Nc1nc(C2(C)CC(C(C)C)C(=O)O2)cs1 (stereo not given),-0.01
O=C(O)C1(c2ccc(O)cc2)CCCC1,2.3
COc1ccc(OCCCCCCc2c(C)n[nH]c2C)cc1,-0.68
Cn1c(=O)c2c(ncn2C/C=C/c2ccccc2)n(C)c1=O,1.2
COC(=O)CN1C(=O)C(O)(CC(=O)c2ccc(Br)cc2)c2ccccc21 (stereo not given),0.32
Cc1noc(/C=C/c2ccc(N3CCCC3)cc2)c1[N+](=O)[O-],3.3*
CC(C)(C)C(=O)OC12C=CC(O1)C1C(=O)N(c3cc(C(F)(F)F)cc(C(F)(F)F)c3)C(=O)C12 (stereo not given),1.4
COc1ccc(CN2CCN(Cc3ccco3)CC2)c(OC)c1,3.6*
Nc1nonc1-c1nc2ccccc2n1CC(=O)N1CCCCC1,0.13
COCCOC(=O)C1=C(C)NC2=C(C(=O)CC(C)(C)C2)C1c1ccc(N(C)C)cc1 (stereo not given),0.51
CNc1nnc(SCc2csc3ccccc23)s1,0.81
COc1ccc(CNCc2ccc3c(c2)OCO3)cc1Br,0.56
O=C(NCCNC(=O)c1cnccn1)c1cnccn1,-0.09

# (next part)
SMILES,Dicer inh
CCOc1ccc2c(c1)C(C)=CC(C)(C)N2S(=O)(=O)c1ccc(Cl)cc1,0.79
Oc1ccc(C2Oc3ccccc3C3CC(c4ccccc4O)=NN32)cc1 (stereo not given),18*
N#CCCC1CCCCCCCCCCC1O (stereo not given),-0.33
Cc1cc2c3c(c1)c(OS(=O)(=O)c1cc([N+](=O)[O-])ccc1C)c(-c1ccccc1)c(=O)n3CCC2,-2.9
O=C1c2oc3ccc(F)cc3c(=O)c2C(c2ccc(O)cc2)N1Cc1ccccc1Cl (stereo not given),0.49
CCOC(=O)C(=CNc1cc(C(F)(F)F)ccc1N1CCCCC1)C(=O)OCC,-0.79
CCCCCCCCSc1nnc(N)s1,3
COc1cccc(C2C3=C(CC(C)(C)CC3=O)Nc3ccc4ccccc4c32)c1 (stereo not given),-0.65
c1cnc2ccc(-c3ccc4ncccc4c3)cc2c1,-0.63
CCOc1cc(CNc2ncn[nH]2)cc(Cl)c1OC,2.3
CC1CCN(C(=O)Cn2cc(C(=O)C(C)(C)C)c3ccccc32)CC1,1.2
CCCN(CCC)S(=O)(=O)c1ccc2c(c1)Cc1cc(S(=O)(=O)N(CCC)CCC)ccc1-2,0.7
Cc1cc(OCC(=O)Nc2ncn[nH]2)c(C)c(C)c1Br,-1.6
CCCOC(=O)C1=C(C)NC2=C(C(=O)CC(C)(C)C2)C1c1ccc(CC)cc1 (stereo not given),-0.73
CN1CCN(C(=O)c2cc3nc(-c4ccccc4)cc(C(F)(F)F)n3n2)CC1,-0.53
c1ccc2c(c1)NC(C1Nc3ccccc3O1)O2 (stereo not given),1.1
COc1cc(C2c3c(oc4ccc(F)cc4c3=O)C(=O)N2Cc2ccccc2Cl)ccc1O (stereo not given),-0.43
CCOC(=O)c1cc(CC)sc1NC(=O)C(Cl)Cl,-1.5
O=C(O)CC1(CC(=O)NCC(O)c2ccccc2)CCCC1 (stereo not given),0.93
CN(C)c1ccc(/C=C/C2=Nc3ccccc3NC(C)(C)C2)cc1,0.03
Cc1ccc(-c2noc(-c3ccc(Oc4cc(Cl)cc(Cl)c4)o3)n2)cc1,-1.7
Cc1nc2oc3c(-c4ccc(Br)cc4)ncnc3c2c2c1COC(C)(C)C2,-0.79
CNS(=O)(=O)Cc1ccc2[nH]cc(CCN(C)C)c2c1,-0.29
COc1ccc(Nc2n[nH]c3c2CCc2ccccc2-3)cc1,2.3
O=C(NC1=NCCN1)c1c(Cl)cccc1Cl,-0.1
Cc1nc2nc(C(F)(F)F)[nH]n2c(=O)c1C,8.4
CC1=CS(=O)(=O)CC1Sc1n[nH]c(C)n1 (stereo not given),-0.17
CN(C)c1ccc(C2Nc3cccc4cccc(c34)N2)cc1,0.05
Cc1ccc2c(c1)n(S(=O)(=O)c1ccc(F)cc1)c(=O)n2S(=O)(=O)c1ccc(F)cc1,1
CCOC(=O)c1cnc(S/C=C/C(=O)c2ccccc2)nc1N,-1.3
CCCc1c(N)ccc2c(=O)cc(C(=O)OCC)oc12,-1.2
CCOC(=O)/C(C#N)=C/Nc1ccn[nH]1,-2.1
N#CC1CCC(CNC(=O)c2sc3ccccc3c2Cl)CC1 (stereo not given),-0.88
C/C(=N\OC(=O)c1ccc(C(F)(F)F)cc1)c1ccn(S(=O)(=O)c2ccccc2)c1,-0.23
O=C(CSC1=NCCS1)n1c2c(c3ccccc31)CCCC2,-2.8
CCOC(=O)c1cncc(C#CCOC(=O)Nc2ccc(Cl)cc2)c1,91
Cc1c(-n2cccc2)cc2c(c1[N+](=O)[O-])C(C)(C)CC2(C)C,-0.56
O=C(NCc1ccc(F)cc1)c1cc2n(n1)C(C(F)(F)F)CC(c1ccco1)N2 (stereo not given),2.6
N/C(CS(=O)(=O)c1ccccc1)=N\OS(=O)(=O)c1ccc(F)cc1F,2.5
Cc1ccc(S(=O)(=O)N2CCSC2c2ccc(Cl)cc2)cc1 (stereo not given),-1.6
Nc1nc2nccc(-c3ccccc3)n2n1,-0.31
CCOC(=O)C(=CNC1CCCCNC1=O)C(=O)OCC (stereo not given),-0.8
CSc1nc(C)cc(OCCNS(=O)(=O)c2cc(C)ccc2C)n1,2.4
Cn1c(=O)[nH]c(=O)c2c1nc(NCc1ccccc1)n2CC(O)c1ccccc1 (stereo not given),-1.3
CC(C)CCNS(=O)(=O)c1ccc2c(c1)C(=O)c1cc(S(=O)(=O)NCCC(C)C)ccc1-2,0.35
CC(C)(C)CNC(=O)NC(=O)c1ccc(F)c(Cl)c1,-2.1
CC1CN=C(N(C(=O)Nc2ccc(Cl)cc2)C(C)c2ccccc2)S1 (stereo not given),1.8
CC(C)(C)NC[C@H](O)c1ccc(O)c(CO)c1,-0.75
CC1=C(C(=O)OCC2CCCO2)C(c2coc3ccc(Cl)cc3c2=O)C2=C(CC(C)(C)CC2=O)N1 (stereo not given),3.2*
CN(C)/C=C1\N=C(c2cccnc2Sc2ccc(Cl)cc2)OC1=O,-0.68
COc1cc(Br)c(CCC#N)cc1OC,-0.49
CCOc1cc(S(=O)(=O)n2cc(C)nc2CC)ccc1Br,0.05
CCOC(=O)c1cnn(-c2ccccc2)c1NC(=O)CSc1nnc(-c2cccs2)n1CC,-1.5
Cn1ncc(Br)c1C(=O)NC1CCCCC1,0.95
Nc1cc(-c2ccccc2)nc2cc(-c3ccccc3)nn12,-1.5
O=C(Nc1ccc(F)cc1)Nc1sccc1-c1nc2ccccc2s1,0.43
OCCCc1nc2ccccc2n1Cc1ccc(F)cc1,-0.32
Cc1ccccc1C1CC(=O)c2c(ccc3ccccc23)N1 (stereo not given),2
O=c1cc(CSc2nnnn2-c2ccccc2)[nH]c2[nH]n(-c3ccccc3)c(=O)c12,2.5
CCOC(=O)c1cnc(SCc2c(C)cc(C)cc2C)nc1C(F)(F)F,0.24
CCc1ccc(C2C(C(=O)OCC(C)C)=C(C)NC3=C2C(=O)CC(c2cccs2)C3)s1 (stereo not given),2.2

# Grouped by structure: the entries above containing an NH in an aromatic ring
SMILES,Dicer inh
Cc1nc(-c2ccccc2)c2c(=O)cc(-c3ccccc3)[nH]c2n1,1.8
O=c1cc(NCc2ccccc2)[nH]c(=O)[nH]1,2.3
O=c1[nH]c(=O)n([C@H]2C[C@H](O)[C@@H](CO)O2)cc1I,-0.42
COc1ccc(OC)c(/C=C/c2[nH]c(=O)[nH]c(=O)c2[N+](=O)[O-])c1,-0.57
COC(=O)c1cc(=O)n2[nH]cnc2n1,-0.39
CC(C)c1ccc(NC(=O)CSc2n[nH]c(=O)n2C2CC2)cc1,-1.1
COc1ccc(OCCCCCCc2c(C)n[nH]c2C)cc1,-0.68
CCOc1cc(CNc2ncn[nH]2)cc(Cl)c1OC,2.3
Cc1cc(OCC(=O)Nc2ncn[nH]2)c(C)c(C)c1Br,-1.6
CNS(=O)(=O)Cc1ccc2[nH]cc(CCN(C)C)c2c1,-0.29
COc1ccc(Nc2n[nH]c3c2CCc2ccccc2-3)cc1,2.3
Cc1nc2nc(C(F)(F)F)[nH]n2c(=O)c1C,8.4
CC1=CS(=O)(=O)CC1Sc1n[nH]c(C)n1 (stereo not given),-0.17
CCOC(=O)/C(C#N)=C/Nc1ccn[nH]1,-2.1
Cn1c(=O)[nH]c(=O)c2c1nc(NCc1ccccc1)n2CC(O)c1ccccc1 (stereo not given),-1.3
O=c1cc(CSc2nnnn2-c2ccccc2)[nH]c2[nH]n(-c3ccccc3)c(=O)c12,2.5
